HEK293 NOD2/NF-kB: inhibition of NOD2-driven NF-kB reporter – cell-based, luminescence, uHTS, HEK293 (AID 1566); HEK293 NOD2/NF-kB luciferase reporter, luminescence; higher % means a stronger effect; one-dose inhibition, % at 4 µM; EC50 in µM for titrated hits; 290,000 tested, 0.63% active; also: many of its hits are not listed in these tables
KOR beta-arrestin-1: kappa opioid receptor blockers – cell-based, luminescence, uHTS (AID 1778); KOR beta-arrestin recruitment, luminescence, antagonist mode; higher % means a stronger effect; 290,000 tested, 0.091% active; inhibition, % at 10 µM, or IC50 in µM where a hit was titrated; also: strong numbers were not always called active
NOD1 NF-kB reporter: NOD1 signaling inhibitors, primary screen, cell-based, luminescence, uHTS (AID 1578) | NOD1-driven NF-kB luciferase reporter cells, luminescence; higher % means a stronger effect | one-dose inhibition, % at 4 µM; EC50 in µM for titrated hits | 290,000 tested, 1% active; in the data active = inhibition mostly above about 36%, no sharp cut-off; inactive = mostly below about 34%;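 also: HEK-293T reporter cells stimulated with the NOD1 agonist gamma-tri-DAP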
West Nile virus CPE: inhibition of WNV-induced cytopathic effect – cell-based, CPE readout (AID 1621); one-dose CPE inhibition, % at 10 µM; IC50 in µM for titrated hits; 290,000 tested, 0.02% active; West Nile virus-infected cells, CPE inhibition; higher % means a stronger effect; in the data active = a potency from the dose series; inconclusive = CPE inhibition mostly from about 3.7% at the one dose, without a potency; inactive = the rest, 99 in 100 with CPE inhibition below about 2.2%; also: strong numbers were not always called active
HIV fusion peptide: cell-free HIV fusion peptide-binding blockers – biochemical, uHTS, fluorescence dequenching, primary screen (AID 1986). inhibition, % at 20 µM, or IC50 in µM where a hit was titrated. cell-free peptide binding, fluorescence dequenching, 30 min; higher % means a stronger effect. 290,000 tested, 0.3% active; in the data active = inhibition mostly above about 52%, no sharp cut-off; inactive = mostly below about 76%; also: some results filed as inactive read as strong as hits
AID2073: inhibitors of Mint1-CaV2.2 protein interaction, biochemical, HTRF (AID 2073). one-dose inhibition, % at 20 µM; IC50 in µM for titrated hits. HTRF protein-protein interaction, Mint1-CaV2.2; higher % means a stronger effect. 290,000 tested, 0.19% active; in the data active = inhibition mostly above about 51%, no sharp cut-off; inconclusive = no clear call, values can overlap the other calls; inactive = mostly below about 53%; also: some results filed as inactive read as strong as hits
Yfh1-off respiration: mitochondrial function rescue without frataxin homolog – Friedreich's ataxia, plus single-dose screen, dose response (AID 1465) | S. cerevisiae Yfh1-off respiration, WST-1 reduction, 72 h; higher fold induction means a stronger effect | fold induction at 50 µM, or EC50 in µM where a hit was titrated | 220,000 tested, 0.074% active;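 active = fold induction of absorbance versus untreated yeast above a set limit, then at least 30% activation at any dose in follow-up; inconclusive = repeats straddling the limit, or above it without dose testing; inactive = fold induction below the set limit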;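 also: activators that raise dye reduction in frataxin-depleted yeast; strong numbers were not always called active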
KOR beta-arrestin-2: kappa opioid receptor activators – cell-based, luminescence, uHTS, primary screen (AID 1777) | KOR beta-arrestin recruitment, luminescence; higher % means a stronger effect | activation, % at 10 µM, or EC50 in µM where a hit was titrated | 280,000 tested, 0.02% active; in the data active = activation above about 50%, passing the limit was not always enough; also: a part of the inactive calls stands beside numbers as strong as those of hits
NS5 inhibitors: Dengue-2 NS5 methyltransferase inhibitors, primary screen, biochemical, confirmation dose response (AID 588689). Dengue-2 NS5 methyltransferase capping enzyme assay, biochemical; higher % means a stronger effect. inhibition, % at 25 µM, or IC50 in µM where a hit was titrated. 340,000 tested, 0.3% active; in the data active = a potency from the dose series; inconclusive = inhibition above about 29% without an active follow-up result
* hit, by the source's call; i = inactive; ? = inconclusive; nt = no result given; [ ] = dose if it differs, or a comment. Rule as the data show it, unless noted: active = inhibition above about 50%; inactive = the rest. A portion of the library; rates above refer to the full screens.

Below each compound – KOR beta-arrestin-2	Yfh1-off respiration	HIV fusion peptide	NS5 inhibitors	KOR beta-arrestin-1	West Nile virus CPE	AID2073	HEK293 NOD2/NF-kB	NOD1 NF-kB reporter
> CCn1c(SCC(=O)Nc2nc(C)cs2)nnc1-c1ccoc1C
  -2.8%	i	-0.9%	-2%	-9%	-0.6%	-5%	12%	-4%
> CCc1cccc2c1NC(=O)C21OCCO1
  6.4%	nt	-1.4%	-6%	-30%	0.7%	16%	6%	-6%
> CCOc1ccc(Br)cc1S(=O)(=O)Nc1ccc(N2CCOCC2)cc1
  -5.4%	i	-1.9%	-2%	-1%	-0.6%	-10%	12%	13%
> COc1ccc(CN2c3cc(S(=O)(=O)N4CCOCC4)ccc3N3CCCC32)cc1 (configuration not stated)
  -5.4%	i	-0.2%	-6%	21%	0.2%	1%	2%	-16%
> CCC(=O)N(Cc1cc(=O)[nH]c2ccccc12)c1ccc(C)cc1
  -0.1%	i	-1.3%	0%	-3%	-0.5%	5%	16%	-9%
> CC1=C(C(=O)OCC2CCCO2)C(c2ccncc2)C2=C(CC(C)(C)CC2=O)N1 (configuration not stated)
  -4.4%	i	-2.7%	-1%	18%	0.1%	7%	5%	nt
> O=C(O)C1(P(=O)(c2ccc(Cl)cc2)c2ccc(Cl)cc2)CC1
  0.7%	i	-0.9%	1%	-65%[20 µM]	0.7%	-14%	1%	-17%
> COc1ccc(NC(=O)Nc2ccccc2C(N)=O)cc1OC
  -4.5%	i	-2.0%	-7%	12%	0.0%	-10%	9%	-12%
> CCN(CC)Cc1nc2sc(C)c(C)c2c(=O)[nH]1
  -1.0%	i	-1.7%	-14%	18%	-0.5%	-1%	9%	-44%
> COc1cc(OC)c(OC)cc1CN1CCSCC1
  -0.9%	nt	1.8%	0%	-21%[20 µM]	-0.6%	-1%	20%	-3%
> COc1ccccc1NS(=O)(=O)NC(=O)c1cn(C)c2ccccc12
  1.5%	nt	0.2%	-3%	10%	0.4%	-2%	3%	-15%
> C=CCNC(=S)N1CC2(C)CN(C(=S)NCC=C)CC(C)(C1)C2=O
  -2.9%	i	-0.7%	-5%	-7%	-0.3%	3%	16%	-1%
> CC(=O)Nc1ccc(NC(=O)C(C)OC(=O)CCC2CCCCC2)cc1 (configuration not stated)
  2.9%	nt	-0.7%	0%	13%	-0.3%	-4%	2%	-37%
> COc1ccc(Cl)cc1S(=O)(=O)N(C)CC(=O)NCCCn1ccnc1
  1.5%	nt	1.0%	2%	-9%	-0.6%	12%	5%	-20%
> COc1ccc(CNc2ccc3cn[nH]c3c2)c(OC)c1OC
  0.7%	i	-1.5%	1%	-9%	-0.2%	-12%	9%	0%
> NC(=O)NCc1cccc(Cl)c1
  6.0%	i	2.5%	0%	-29%	-0.3%	5%	5%	8%
> O=C(Oc1ccc(OC(=O)c2ccco2)c(S(=O)(=O)c2ccc(Br)cc2)c1)c1ccco1
  5.4%	i	0.9%	-12%	-21%	0.0%	-8%	9%	21%
> COc1ccccc1C1CCN(C(=O)c2cccs2)CC1
  1.2%	i	-1.5%	nt	20%	-0.4%	4%	-18%	-10%
> CNC(=S)N1CCC(Cc2ccccc2)CC1
  -3.6%	nt	-0.9%	2%	30%	-0.8%	-3%	-1%	0%
> CCN(C(=S)Nc1ccc(C(C)=O)cc1)C1CCCCC1
  -2.9%	i	-0.5%	-4%	2%	-0.4%	25%	4%	-39%
> Cc1ccc(-n2c(=O)c3sccc3n(Cc3cc(=O)n4ccccc4n3)c2=O)cc1
  -2.6%	i	-3.9%	-4%	-48%	0.4%	4%	8%	4%
> Cc1cccc(C(=O)Nc2sc3c(c2C#N)CCCCC3)c1
  1.2%	i	-2.2%	-1%	-35%	-0.2%	6%	9%	-15%
> COc1ccc(S(=O)(=O)N2CCCCC2)cc1NC(=O)c1ccc([N+](=O)[O-])o1
  -1.5%	i	0.6%	1%	13%	-1.4%	17%	18%	-2%
> CN1C(=O)/C(=C/c2ccccc2OCc2cccc(F)c2)NC1=S
  40%	i	-3.2%	-12%	11%	-0.3%	-10%	11%	-20%
> Cc1c(Cl)cccc1NC(=S)NCCC(C)C
  -1.3%	i	-0.3%	-7%	-9%	0.0%	-17%	-26%	-23%
> COc1cccc(NC(=O)CSc2nc3c(c(=O)n2C)SC(C)C3)c1 (configuration not stated)
  2.6%	i	3.0%	1%	-7%	-0.1%	1%	10%	-18%
> CCc1ccc(NC(=O)c2noc(C(C)C)c2[N+](=O)[O-])cc1
  4.0%	i	0.0%	6%	-10%	-0.2%	-8%	-11%	-19%
> CSC1=C(C#N)C(CC(C)C)C(C(C)=O)=C(C)N1 (configuration not stated)
  2.4%	i	-2.8%	nt	-15%	0.2%	-3%	6%	10%
> Cc1ccc(NC(=O)c2ccccc2-c2ccc(C(F)(F)F)cc2)cc1S(=O)(=O)N1CCOCC1
  1.5%	i	0.8%	4%	-39%	-1.1%	26%	-23%	-11%
> Cc1cccc(C)c1N=C1SC(CC(=O)Nc2c(C)cccc2C)C(=O)N1CCc1ccccn1 (configuration not stated)
  2.7%	i	1.1%	-4%	22%	-1.3%	-8%	-10%	-4%
> COc1ccc(-n2c(SCC(=O)NC3CCCCC3)nc3ccsc3c2=O)cc1
  1.3%	i	1.3%	-5%	-30%	?	4%	12%	-6%
> COc1ccc(C2Nc3ccccc3C(=O)N2c2ccc(F)cc2)cc1CSc1ccccn1 (configuration not stated)
  12%	i	3.1%	-4%	3%	-0.2%	4%	-20%	-35%
> O=C(CSc1ncn(-c2ccccc2)n1)Nc1nncs1
  -0.4%	i	-0.2%	-4%	-2%	0.1%	0%	6%	-26%
> COc1ccccc1NS(=O)(=O)c1cccc(NC(=O)NCCCl)c1
  6.6%	i	-2.3%	3%	-18%	-0.5%	-15%	6%	11%
> COc1ccc(/C=C/C(=O)c2ccc(O)cc2)cc1COc1ccc(F)cc1
  -0.5%	i	-1.1%	-3%	29%	11%	22%	-4%	72%
> Nc1nn2cc(-c3ccccc3)nc2c2ccccc12
  3.8%	i	-0.4%	-2%	-67%	-1.0%	34%	-135%	-28%
> Cc1[nH]n2c(=O)c3c(nc2c1-c1ccc(F)cc1)CCCC3
  -3.5%	i	-0.6%	nt	22%[20 µM]	-0.3%	2%	17%	-21%
> O=C(O)CCCN1C(=O)C2C3CC(C2C1=O)C1C(c2ccccc2)c2sc(=O)[nH]c2SC31 (configuration not stated)
  -5.6%	i	8.0%	6%	-11%	0.4%	0%	14%	-32%
> CSc1ccccc1NC(=O)c1ccccc1N(Cc1ccccc1)S(C)(=O)=O
  4.1%	i	-0.3%	2%	-14%	-0.5%	5%	15%	-14%
> CCOc1cccc(-c2c(C(=O)N/N=C/c3ccc(Br)cc3)nnn2-c2nonc2N)c1
  0.5%	nt	2.0%	-6%	-7%	-0.4%	9%	16%	3%
> CCC(C(=O)Nc1ccc2c(c1)OCCO2)n1nnc2ccccc2c1=O (configuration not stated)
  -6.1%	nt	0.3%	-9%	31%	-0.8%	?	-19%	-57%
> O=S(=O)(c1cccc2nsnc12)N1CCN(C/C=C\c2ccccc2)CC1
  -1.1%	i	-1.1%	1%	-23%	-0.4%	-3%	-20%	8%
> Cc1nc(N2CCN(S(=O)(=O)c3ccccc3C#N)CC2)c2c(-c3cccs3)csc2n1
  0.9%	i	-1.4%	1%	-41%	-0.6%	5%	10%	-13%
> Cc1cccc(C)c1OC(=O)Cc1ccccc1[N+](=O)[O-]
  -4.1%	nt	-1.5%	-3%	-13%	0.0%	40%	18%	-3%
> CCCNC(=O)N1CCN(C(=O)NCCC)CC1
  2.1%	i	-0.2%	-4%	13%	-0.3%	-1%	-6%	-31%

Shown as tab-separated lines: part of the list above
canonical_smiles	KOR beta-arrestin-2	Yfh1-off respiration	HIV fusion peptide	NS5 inhibitors	KOR beta-arrestin-1	West Nile virus CPE	AID2073	HEK293 NOD2/NF-kB	NOD1 NF-kB reporter
Cc1nc(N2CCN(S(=O)(=O)c3ccccc3C#N)CC2)c2c(-c3cccs3)csc2n1	0.9%	i	-1.4%	1%	-41%	-0.6%	5%	10%	-13%
Cc1cccc(C)c1OC(=O)Cc1ccccc1[N+](=O)[O-]	-4.1%	nt	-1.5%	-3%	-13%	0.0%	40%	18%	-3%

(cont.)
Below each compound – KOR beta-arrestin-2	Yfh1-off respiration	HIV fusion peptide	NS5 inhibitors	KOR beta-arrestin-1	West Nile virus CPE	AID2073	HEK293 NOD2/NF-kB	NOD1 NF-kB reporter
> CC(=O)Nc1cc(S(=O)(=O)C(F)(F)F)ccc1Cl
  -1.2%	i	-1.0%	2%	-14%	0.5%	-6%	-16%	-10%
> Cc1nn(C)cc1S(=O)(=O)N1CCCCC1C (configuration not stated)
  -3.5%	nt	0.2%	2%	11%	-0.4%	8%	7%	-24%
> COc1ccc(CCN2C(=O)CC(C(N)=O)SC2=Nc2ccccc2)cc1 (configuration not stated)
  2.8%	i	-1.5%	-6%	30%	-0.2%	0%	2%	-6%
> CN(C)S(=O)(=O)c1cccc(NC(=S)N/N=C/C2CC=CCC2)c1 (configuration not stated)
  0.8%	i	-2.9%	2%	-7%	0.1%	37%	19%	-31%
> O=C(CNC(=O)c1ccccc1Br)N/N=C/c1cc(Br)ccc1O
  -2.1%	i	-0.6%	-4%	3%	nt	13%	44%	2%
> O=C(NNC(=S)Nc1ccccc1C(F)(F)F)c1cccnc1
  -5.7%	i	-1.0%	0%	-4%	0.2%	-3%	10%	-29%
> O=C(c1ccco1)N(Cc1cccs1)C1CCS(=O)(=O)C1 (configuration not stated)
  11%	i	2.7%	-3%	-13%	-0.1%	1%	-7%	6%
> CC(C)(C)c1cc[n+](C2=C([O-])c3ccccc3C(=O)/C2=N\S(=O)(=O)c2cccs2)cc1
  2.6%	i	-2.3%	nt	4%	0.0%	2%	43%	-6%
> NC(=O)CN1C(=O)C(O)(CC(=O)c2ccccc2O)c2ccccc21 (configuration not stated)
  2.2%	i	2.4%	-6%	-11%	-0.9%	-8%	3%	-16%
> CCCN1CCN(C(=O)CN2C(=O)COc3ccc(S(=O)(=O)N(CC)CC)cc32)CC1
  -2.0%	nt	-0.4%	-5%	-27%	-0.7%	3%	3%	-23%
> CC(=O)Nc1ccccc1OCc1nnc(-c2ccc(Cl)cc2)o1
  -2.2%	i	-0.3%	-1%	4%	-1.2%	-1%	-4%	-25%
> c1ccc(Cn2c3ccccc3c3nnc(SCCN4CCCCC4)nc32)cc1
  3.3%	i	-1.4%	nt	13%	-1.5%	-16%	5%	-8%
> CCOC(=O)c1c(NC(=O)CSc2ccccc2C(=O)O)sc(C)c1C
  nt	i	13%	-4%	-50%[20 µM]	0.2%	30%	-24%	-1%
> COc1cc(CCCN2C(=S)NC[C@H]2Cc2ccc(O)cc2)cc(OC)c1OC
  -6.6%	i	0.3%	-3%	-6%	-0.7%	0%	21%	-9%
